GSK3B inh: human GSK3beta kinase inhibition | P49841 | GST-GSK3beta kinase, ADP-Glo luminescence, 60 min; active compounds read low | activity score (negative = inhibition), % at 10 µM | 0.038% of 300,000 active;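 active = more than half of replicate wells score below -50%, meaning over 50% inhibition versus plate controls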;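 note: 0% = median DMSO wells and -100% = median GW8510 positive control wells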
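Assay system: GST-fused GSK3beta enzyme, cell-free / Medium: Tris pH 7.5 buffer with MgCl2, DTT, BSA, heparin / Also added: peptide substrate plus 25 µM ATP (final) / Compound: 10 µM single point / Timing: kinase reaction with compound 60 min at room temperature / Detection: ADP-Glo luminescence / Benchmarks: DMSO neutral wells and GW8510 at 20 µM as positive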
HDAC3 inh: inhibitors of human histone deacetylase 3; inhibition, % at 8.3 µM; AID 2718; recombinant HDAC3, fluorogenic peptide/trypsin coupled, fluorescence; 0.15% of 320,000 active; in the data active = inhibition above about 26%, passing the limit was not always enough
GSK3 alpha inh: blocks human GSK-3 alpha kinase | 0.1% of 320,000 active | inhibition, % at 10 µM | ADP-Glo luminescence, 60 min | P49840;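 in the data active = inhibition above about 50%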;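 note: GST-tagged GSK-3 alpha with peptide substrate and 25 µM ATP; 0% = DMSO neutral wells and 100% = GW8510 positive control wells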
Target sequence (P49840 whole entry, looked up): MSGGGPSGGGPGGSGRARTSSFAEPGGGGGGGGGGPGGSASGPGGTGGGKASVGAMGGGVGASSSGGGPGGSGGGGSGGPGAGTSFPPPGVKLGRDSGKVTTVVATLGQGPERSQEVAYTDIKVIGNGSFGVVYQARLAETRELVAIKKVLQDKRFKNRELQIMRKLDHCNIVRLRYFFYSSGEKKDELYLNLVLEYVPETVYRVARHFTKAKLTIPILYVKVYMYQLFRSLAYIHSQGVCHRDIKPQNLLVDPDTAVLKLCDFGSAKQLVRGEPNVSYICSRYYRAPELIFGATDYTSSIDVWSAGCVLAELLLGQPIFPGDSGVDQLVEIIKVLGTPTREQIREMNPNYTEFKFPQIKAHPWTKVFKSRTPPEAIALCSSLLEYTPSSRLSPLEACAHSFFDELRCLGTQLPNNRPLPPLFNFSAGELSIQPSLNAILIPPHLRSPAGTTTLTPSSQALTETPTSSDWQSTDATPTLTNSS
KCNQ1 inh: human KCNQ1 channel inhibition; P51787; CHO-K1 KCNQ1, FluxOR thallium flux fluorescence; active compounds read high; B-score at 10 µM; 1.3% of 310,000 active;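 active = compounds whose thallium flux B-score, printed positive for inhibition, exceeds three library SD while starting fluorescence stays within three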;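 note: channel opened by potassium depolarization with thallium stimulus after 20 min compound exposure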
RGS4 pot: RGS4 potentiation or activation; B-score at 10 µM; 0.92% of 310,000 active; HEK293 M3R/inducible RGS4, carbachol calcium flux Fluo4; active compounds read low;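 active = B-score of the integrated calcium signal more than 4 SD below the library mean, with starting fluorescence not abnormally high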;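 note: negative B-score means reduced calcium response which marks RGS4 activation or potentiation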
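Reagent: ECmax carbachol challenge; Test system: M3R-expressing HEK293 line, RGS4 induced by doxycycline; Schedule: overnight RGS4 induction, 30 min dye load 37 °C, 20 min compound RT; Detection: calcium dye Fluo4 fluorescence; Read-out: Agonist-evoked peak-minus-minimum fluorescence over baseline, integrated ratio, B score.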
hERG protect: hERG (human) protection from proarrhythmic block. activation (rescue from dofetilide block), less the hit threshold, % at 10 µM. Q12809. CHO-hERG, FluxOR thallium flux, dofetilide IC70 present. 0.51% of 310,000 active;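 active = activation above the mean of controls blocked by dofetilide plus 5 SD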;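 note: thallium influx through hERG after potassium depolarization seen as dye fluorescence rise; in these data hits start at about 4.7%; inactives centre near -7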
DYRK1A inh: blocks rat Dyrk1A kinase activity | Q63470 | ADP-Glo luminescence, NFATc1 peptide | inhibition, % at 12.5 µM | 0.43% of 310,000 active; in the data active = inhibition above about 50%;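 note: plate controls were vehicle with enzyme for no effect and no enzyme for full effect; many of its hits are not listed in these tables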
KCNK3 inh: human KCNK3 channel inhibition, primary screen; O14649; CHO-KCNK3 thallium flux, FluxOR fluorescence; active compounds read low; B-score at 10 µM; 0.84% of 340,000 active; AID 602410;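 active = B-score under library mean minus 4 SD, starting fluorescence ratio at most library mean plus 5 SD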;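 note: more negative B-score means stronger inhibition of thallium flux through KCNK3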
KCNK9 block: blocks the human KCNK9 two-pore domain potassium channel | HEK293 KCNK9, FluxOR thallium flux fluorescence; active compounds read low | 1.2% of 310,000 active | Q9NPC2 | B-score at 10 µM;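 active = ratio B-score over 3 SD below the library mean, with starting fluorescence within 5 SD of its mean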;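 note: negative B-score means less thallium flux so channel inhibition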
Target sequence (Q9NPC2 whole entry, looked up, the tested form may be a part): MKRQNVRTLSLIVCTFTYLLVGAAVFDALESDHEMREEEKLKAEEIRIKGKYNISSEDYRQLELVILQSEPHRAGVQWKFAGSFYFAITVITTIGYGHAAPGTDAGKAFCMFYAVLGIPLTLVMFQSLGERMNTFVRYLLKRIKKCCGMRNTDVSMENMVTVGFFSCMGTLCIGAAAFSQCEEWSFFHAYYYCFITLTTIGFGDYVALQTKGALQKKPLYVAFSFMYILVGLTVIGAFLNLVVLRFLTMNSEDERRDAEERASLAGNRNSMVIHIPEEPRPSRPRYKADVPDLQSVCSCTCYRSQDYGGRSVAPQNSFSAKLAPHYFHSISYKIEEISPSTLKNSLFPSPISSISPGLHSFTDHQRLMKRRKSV
KCNQ1 pot: potentiators or activators of human KCNQ1 potassium channel; 0.35% of 310,000 active; B-score at 10 µM; CHO-K1 KCNQ1, thallium flux FluxOR fluorescence; active compounds read high; P51787;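 active = fluorescence ratio B-score, a plate-corrected score, at least three library SD, with initial intensity B-score within 5 SD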
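Schedule – 37 °C overnight plating, 90-min dark dye load, 20-min compound pretreatment · System – stable KCNQ1 CHO-K1 line · Probe or stimulus – thallium- and potassium-containing depolarizing buffer · Measured by – kinetic FluxOR fluorescence, 10 s baseline plus 110 s post-stimulus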
PolyA inh: inhibitors of polyadenylation in S. cerevisiae. S. cerevisiae SKY197-pL101 polyadenylation reporter, beta-gal luminescence; efflux-impaired pdr1/pdr3 knockout yeast; score 100 = 6 SD above DMSO. calls only at 12 µM. 0.02% of 300,000 active;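 active = lowest replicate activity score at least 50, where 100 means six control SD above control mean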;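 note: yeast exposed to compound for 9 h at 30 °C; higher score means more reporter readthrough which indicates perturbed polyadenylation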
The depositor's hits bear a star; i = inactive; nt = not tested or not shown. This is a subset; count on the stated rates, not on these rows.

SMILES	GSK3B inh	HDAC3 inh	GSK3 alpha inh	KCNQ1 inh	RGS4 pot	hERG protect	DYRK1A inh	KCNK3 inh	KCNK9 block	KCNQ1 pot	PolyA inh
CN1CCCN(C(c2ccccc2)c2ccc(Cl)cc2)CC1 (stereo unspecified)	-2	nt	nt	i	i	-14	8	i	i	i	i
CCC(C)Nc1nc2c(c(=O)[nH]c(=O)n2C)n1CCC(C)C (stereo unspecified)	-1	8	1	i	i	-1	-11	i	i	i	i
Cc1ccc(-c2n[nH]c(=S)n2/N=C\c2ccco2)cc1	1	2	-1	i	i	-5	-2	i	i	i	i
CCc1nc2ccc(C(=O)O)cc2nc1CC	-1	nt	-1	i	i	-5	6	i	i	i	i
Cc1cccc(C(=O)Nc2cccc(C(=O)N/N=C/c3cccc(C)n3)c2)c1	0	6	2	i	i	-3	4	i	i	i	i
COc1ccc(CCNC(=O)CSc2nc(N)c(C#N)c(-c3cccs3)c2C#N)cc1OC	-1	-3	0	i	i	-10	1	i	i	i	i
Cc1ccc(C)c(S(=O)(=O)N2CCCC2CNC(=O)C(=O)NCCc2ccco2)c1 (stereo unspecified)	3	9	4	i	i	-18	-8	i	i	i	i
Cc1ccc(C(=O)Nc2cccc(N(C)S(C)(=O)=O)c2)cc1S(=O)(=O)Nc1ccccc1	3	-6	-2	i	i	-8	nt	i	i	i	i
CCCCCCNC(=O)C(C#N)c1nc2ccccc2nc1N1CCOCC1 (stereo unspecified)	-1	0	0	7*	i	-2	-1	i	-6.8*	i	i
N#Cc1c(NC(=O)C2CC(Cl)=CCC2C(=O)O)sc2c1CCCC2 (stereo unspecified)	2	-2	7	i	i	1	5	i	i	i	i
c1ccc(-c2csc3ncnc(N4CCOCC4)c23)cc1	1	-3	3	i	i	-11	1	i	i	i	i
Cc1ccccc1OCCCC(=O)Nc1nccs1	-3	-2	-2	i	i	-10	-5	i	i	i	i
CC(C)[C@H](NC(=O)[C@@H]1Cc2ccccc2CN1C(=O)OC(C)(C)C)C(=O)NCc1ccco1	-20	2	4	i	i	-5	-4	i	i	i	i
O=C(c1ccco1)n1nc(-c2ccccc2)nc1NCc1ccco1	3	-10	-2	i	i	-11	-9	i	i	i	i
CCOc1ccc(/C=C2\SC(=S)N(CCC(=O)Nc3cccc(C(=O)O)c3)C2=O)cc1	1	-1	0	i	i	-10	4	i	i	i	i
Nc1nc(SCC(=O)c2c(N)n(Cc3ccccc3)c(=O)[nH]c2=O)n[nH]1	-3	8	0	i	i	-8	-3	i	i	i	i
COc1ccc(C(CNC(=O)c2ccc(C)c(S(=O)(=O)N3CCCCC3)c2)N(C)C)cc1OC (stereo unspecified)	1	2	nt	i	i	-5	2	i	i	i	i
Cc1cccn2c(=O)c(C=O)c(Sc3ncccn3)nc12	0	0	0	i	i	-17	7	i	i	i	i
CCN(CCNC(=O)C1CCN(S(=O)(=O)CC)CC1)c1ccccc1	2	0	-3	i	i	-5	-2	i	i	i	i
CC12C(=O)N(c3cccc4cccnc34)C(=O)C1C1C=CC2C1 (stereo unspecified)	2	2	-3	i	i	-11	-9	i	i	i	i

4 successive entries already listed, for reference:
SMILES	GSK3B inh	HDAC3 inh	GSK3 alpha inh	KCNQ1 inh	RGS4 pot	hERG protect	DYRK1A inh	KCNK3 inh	KCNK9 block	KCNQ1 pot	PolyA inh
COc1ccc(C(CNC(=O)c2ccc(C)c(S(=O)(=O)N3CCCCC3)c2)N(C)C)cc1OC (stereo unspecified)	1	2	nt	i	i	-5	2	i	i	i	i
Cc1cccn2c(=O)c(C=O)c(Sc3ncccn3)nc12	0	0	0	i	i	-17	7	i	i	i	i
CCN(CCNC(=O)C1CCN(S(=O)(=O)CC)CC1)c1ccccc1	2	0	-3	i	i	-5	-2	i	i	i	i
CC12C(=O)N(c3cccc4cccnc34)C(=O)C1C1C=CC2C1 (stereo unspecified)	2	2	-3	i	i	-11	-9	i	i	i	i

Other structures follow:
SMILES	GSK3B inh	HDAC3 inh	GSK3 alpha inh	KCNQ1 inh	RGS4 pot	hERG protect	DYRK1A inh	KCNK3 inh	KCNK9 block	KCNQ1 pot	PolyA inh
O=C(CSc1nnc(-c2ccncc2)o1)N1CCc2ccccc2C1	-2	-1	3	i	i	-4	nt	i	i	i	i
CCOC(=O)Nc1ccc(NC(=O)c2ccccc2F)cc1	-5	-5	-1	i	i	-7	0	i	i	i	i
NC(=O)c1ccccc1NC(=O)CN1CCN(Cc2ccccc2)CC1	-5	-2	-1	i	i	-3	-2	i	i	i	i
Cc1cccc(NC(=S)NCc2ccccc2)c1C	3	6	nt	i	i	0	4	i	i	i	i
O=C(NC1CC1)C1CCC(=O)N1C1CCCC1 (stereo unspecified)	-1	1	-1	i	i	5.2*	-5	i	i	i	i
COc1cccc(-n2c(Cn3nc(C(F)F)cc3C(F)F)n[nH]c2=S)c1	-27	5	-4	i	i	-11	3	i	i	i	i
Cc1cccc(NC(=O)c2cnn(-c3ccccc3)c2C)c1C	5	-10	2	i	i	-5	5	i	i	i	i
CCCNC(=O)c1nn2c(C(F)(F)F)cc(-c3ccccc3)nc2c1Br	3	-11	0	i	i	-1	-11	i	i	i	i
CC(=O)c1ccc(OC(=O)N2CCOCC2)cc1	-3	1	-1	i	i	-7	-3	i	i	i	i
Nc1ccc(Oc2ccccc2-c2ccccc2)cc1	-2	-1	-3	i	i	-10	nt	i	i	i	i
COc1cc(CN2CCC(CCC(=O)NC3CC3)CC2)cc(Cl)c1OC	3	-2	-2	i	i	-5	1	i	i	i	i
Cc1cc(/C=N/NC(=O)c2ccc(O)cc2)c(C)n1C1CC1	-3	10	-1	i	i	-7	-10	i	i	i	i
CCOc1ccc(N(CC(=O)NCCSCc2ccccc2)S(C)(=O)=O)cc1	2	-3	-1	i	i	1	nt	i	i	i	i
O=C(NNC(=O)c1ccccc1O)c1ccc(Cl)c(S(=O)(=O)N2CCCCC2)c1	5	-6	-4	i	i	-23	-8	i	i	i	i
CCCNS(=O)(=O)c1ccc(CCC(=O)N2CCCC2)cc1	2	-1	-4	i	i	-3	-1	i	i	i	i
CN1C(=O)SC(Nc2ccc(F)cc2)C1=O (stereo unspecified)	-2	6	0	i	i	-3	-4	i	i	i	i
O=C(Nc1ccccc1Oc1cccnc1)C1CCCN(C/C=C/c2ccc(F)cc2)C1 (stereo unspecified)	2	-1	1	i	i	-17	4	i	i	i	i
Cc1cc(C(=O)CCl)c(C)n1-c1cccc(S(=O)(=O)N2CCOCC2)c1	-1	-2	-2	i	i	-13	nt	nt	i	i	i
O=C(c1ccc2c(c1)OCO2)C1CCCN(Cc2cccn2-c2cccnc2)C1 (stereo unspecified)	-2	-1	-4	i	i	-7	4	i	i	i	i
C=CCn1cc([N+](=O)[O-])nc1C	0	-5	3	i	i	-6	0	i	i	i	i
CCCCn1c(N)c(N(CCC(C)C)C(=O)CSc2nnc3ccccn23)c(=O)[nH]c1=O	-1	0	2	i	i	-5	0	i	i	i	i
COc1cc(C2Nc3cc(Cl)c(S(N)(=O)=O)cc3S(=O)(=O)N2)ccc1OCc1ccccc1 (stereo unspecified)	-2	3	-5	i	i	-13	-26	i	i	i	i
CCOc1ccc(N2C(=O)/C(=C/c3ccc(C)o3)N(C)C2=S)cc1	-3	-1	0	i	i	-4	-5	i	i	i	i
CC(NC(=O)Nc1ccc(O)cc1)(C(F)(F)F)C(F)(F)F	-2	8	1	i	i	-6	14	i	i	i	i
O=C(N1CCOCC1)N1CCN(CC(O)COc2ccc3ccccc3c2)CC1 (stereo unspecified)	0	-7	1	i	i	-1	1	i	i	i	i
CC(C)CCN1CCN(Cc2nc(-c3ccc(F)cc3)cs2)CC1CCO (stereo unspecified)	-4	-11	3	i	i	7.1*	-14	i	i	i	i
CCOc1ccc(-n2ccc(=O)c(C(=O)Nc3ccc(S(=O)(=O)N4CCOCC4)cc3)n2)cc1	0	-3	-2	i	i	-6	-2	i	i	i	i
Cc1nnc(SCC(=O)NNC(=O)c2ccc(Cl)cc2)n1CC1CCCO1 (stereo unspecified)	0	-4	nt	i	i	-3	6	i	i	i	i
Cc1cccc(NC(=S)NNC(=O)c2sccc2C)c1	5	2	-2	i	i	-5	11	i	i	i	i
CC(=O)Nc1ccc(OC(F)(F)C(F)C(F)(F)F)c(NC(C)=O)c1 (stereo unspecified)	0	3	1	i	i	-10	1	i	i	i	i
CCOc1ccc(Cn2c3ccc(OC)cc3c3nc4ccccc4nc32)cc1OC	0	-3	-3	i	i	-4	0	i	i	i	i
CN(C)CCN1C(=O)C(=O)/C(=C(/O)c2ccc(S(=O)(=O)N3CCOCC3)cc2)C1c1ccccc1 (stereo unspecified)	2	7	-2	i	i	-6	nt	i	i	i	i
COc1ccc2c(/C=C/c3cc[n+](C)cc3)c[nH]c2c1	0	6	-1	i	i	-14	7	i	i	i	i
COc1cccc2cc(C(=O)C3=C(O)C(=O)N(CCN(C)C)C3c3ccc(Cl)cc3)oc12 (stereo unspecified)	4	7	-4	i	i	-18	nt	i	i	i	i
NNC(=O)COc1cccc(Oc2ccccc2)c1	-8	-3	0	i	i	-13	3	i	i	i	i
C=C1CCN([C@H](C(=O)NCc2ccccc2)C(C)C)S(=O)(=O)c2ccccc21	24	-1	-3	i	i	-6	12	i	i	i	i
CCCC(=O)N1CCN(c2ccc(NC(=O)c3cc4ccccc4o3)cc2)CC1	nt	15	-2	i	i	-3	1	i	i	i	nt
CSc1ccc(C(=S)N2CCN(CCO)CC2)cc1	2	5	-4	i	i	0	-2	i	i	i	i
O=C(c1ccco1)N1CCN(Cc2cn[nH]c2-c2cccc3ccccc23)CC1	2	-3	-2	i	i	-12	-3	i	i	i	i
Cc1cc(C)c(C(=O)/C=C/c2cccs2)c(=O)[nH]1	0	5	-2	i	i	-5	-3	i	i	i	i
CCN(CC)S(=O)(=O)c1cccc(NC(=O)CN(C)C2CCCCC2)c1	4	-2	-2	i	i	-3	nt	i	i	i	i
Cc1cccc(/C=N/n2c(-c3ccccn3)n[nH]c2=S)c1	-2	9	-1	i	i	-10	nt	nt	i	i	i
Cc1ccc(NC(=O)C(C)N2C(=O)c3ccccc3C2=O)c(C)c1 (stereo unspecified)	1	0	-1	i	i	-6	-3	i	i	i	i
COc1ccc(CN2CCNC(=O)C2CC(=O)NCc2csc(C)n2)c(F)c1 (stereo unspecified)	-1	10	0	i	i	-9	-5	i	i	i	i

Compound activity (PubChem)
